# USP1-UAF1 inh: inhibitors of human USP1/UAF1 deubiquitinase | Potency, µM (doses to about 57.1 µM), inactives show at the highest dose activity change, negative = inhibition, usual class: inhibitors | 390,000 tested, 0.23% active | O94782 | recombinant USP1/UAF1, Ub-Rhodamine cleavage fluorescence | AID 743255; note: potency is the fitted concentration of half-maximal effect; % is set by controls: 0 for no effect and ±100 for the full control effect; nearly all actives have a fitted effect of over 60% in size; inactives centre near -12
#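 Step one: compound is pinned into 1nM USP1/UAF1 in HEPES pH 7.8 buffer with TCEP. Step two: 15 min room-temperature incubation. Step three: Ub-Rho (150nM final) starts cleavage, tracked by fluorescence over six one-minute reads.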
# LDHA block: blocks human lactate dehydrogenase A | purified LDHA, NADH/diaphorase-resazurin fluorescence; stronger effect = lower value | activity change, % (values are at about 110 or 230 µM) | 480,000 tested, 0.15% active | AID 1347041; in the data active = activity change below about -30%; inconclusive = mostly about -25% to -30%;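 note: plate controls were DMSO wells for no effect and wells without enzyme for full effect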
#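 Enzyme activity of human lactate dehydrogenase 5 (2 nM; 0.06 mM NADH, 0.2 mM pyruvate, 5 min, RT) is measured via a resazurin/diaphorase fluorescence readout of residual NADH.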
# mIDH1 inhibitor: human IDH1 R132H inhibition; AID 602179; O75874; IDH1-R132H enzyme, NADPH consumption, diaphorase/resazurin fluorescence; 390,000 tested, 0.093% active; Potency, µM (highest dose often 76.6 µM), without a hit: top-dose activity change, negative = inhibition, usual class: inhibitors; note: potency is the fitted concentration of half-maximal effect; % is set by controls: 0 for no effect and ±100 for the full control effect; nearly all actives have a fitted effect of over 65% in size
#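 IDH1-R132H (0.5 ug/mL) preincubated 30 min with compound, then NADPH (0.016 mM) and alpha-KG (2 mM) added; 80 min at RT, pH 7.5. Remaining NADPH coupled via diaphorase/resazurin to fluorescence (540/590 nm); concentration-response curves normalized to no-enzyme control.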
# TrxR1 substrate: substrates of rat thioredoxin reductase 1; purified TrxR1 substrate turnover, NADPH consumption readout; Potency, µM (doses to about 114 µM), inactives show at the top dose activity change, negative = substrate turnover; AID 588456; O89049; 390,000 tested, 0.01% active; note: potency is the fitted concentration of half-maximal effect; % is set by controls: 0 for no effect and ±100 for the full control effect; nearly all actives have a fitted effect of over 50% in size
# Target sequence (O89049 whole entry, looked up): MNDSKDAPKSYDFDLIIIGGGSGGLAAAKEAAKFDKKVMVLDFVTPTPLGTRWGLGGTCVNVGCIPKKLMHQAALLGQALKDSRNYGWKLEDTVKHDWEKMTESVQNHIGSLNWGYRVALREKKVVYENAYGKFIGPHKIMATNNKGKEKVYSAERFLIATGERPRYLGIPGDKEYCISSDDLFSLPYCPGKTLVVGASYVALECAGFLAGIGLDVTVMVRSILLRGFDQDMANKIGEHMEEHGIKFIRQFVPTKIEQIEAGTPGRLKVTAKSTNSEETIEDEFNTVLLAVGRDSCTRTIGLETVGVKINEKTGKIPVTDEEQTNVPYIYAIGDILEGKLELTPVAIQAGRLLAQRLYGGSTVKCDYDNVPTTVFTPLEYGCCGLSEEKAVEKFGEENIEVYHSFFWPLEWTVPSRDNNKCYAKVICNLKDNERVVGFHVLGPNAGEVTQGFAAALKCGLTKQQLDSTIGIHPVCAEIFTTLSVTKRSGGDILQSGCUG
#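 Rat TrxR1, dispensed at 90 nM, was prereduced with 400 uM NADPH (final) for 5 min at ~22 deg C, then incubated with compound 15 min before 400 uM selenite. A first-read NADPH fluorescence drop versus no-compound background flagged substrates.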
# RGS4 inhibitor: inhibitors of human regulator of G protein signaling 4; AID 504845; 390,000 tested, 0.039% active; Potency, µM (top dose mostly 114 µM), inactives show at the highest dose activity change, negative = inhibition, usual class: inhibitors; Transcreener GDP fluorescence polarization, RGS4-accelerated GTP hydrolysis; note: potency is the fitted concentration of half-maximal effect; % is set by controls: 0 for no effect and ±100 for the full control effect; nearly all actives have a fitted effect of over 75% in size; some results filed as inactive show a strong effect at the top dose
# Target sequence (P49798 whole entry, looked up): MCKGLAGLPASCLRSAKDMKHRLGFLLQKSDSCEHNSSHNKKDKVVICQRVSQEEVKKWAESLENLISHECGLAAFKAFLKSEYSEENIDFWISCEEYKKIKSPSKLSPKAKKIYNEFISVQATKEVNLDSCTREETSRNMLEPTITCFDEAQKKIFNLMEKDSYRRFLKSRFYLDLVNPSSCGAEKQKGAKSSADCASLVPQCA
#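 MLSMR compounds (23 nl, pin-transferred) preincubated 10 min at room temperature with a 500nM (2x) first reagent, then RGS4 at 900nM (2x) plus Transcreener GDP mix added; fluorescence polarization (620/688 nm) read before and after 90 min at 30 °C.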
# Vif-APOBEC3G blk: blocks the Vif interaction with human APOBEC3G; Q9HC16; HeLa A3G-eYFP + Vif (tagged APOBEC3G with the HIV-1 protein that degrades it), YFP fluorescence, overnight; Potency, µM (doses to about 46.1 µM), inactives show top-dose activity, negative = active, hits mostly inhibitors; 410,000 tested, 0.076% active;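 note: potency is the fitted concentration of half-maximal effect; % is set by controls: 0 for no effect and ±100 for the full control effect; nearly all actives have a fitted effect of over 60% in size; hits raise eYFP signal because A3G escapes Vif-driven loss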
#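 Read-out is eYFP fluorescence (Ex 488/Em 500-530) from Vif-expressing HeLa A3G-eYFP cells; more signal means A3G escaped Vif-mediated degradation. Cells plated overnight, compound pinned in, incubated overnight at 37 deg C.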
# Vif-APOBEC3F blk: inhibitors of Vif-A3F interaction. HeLa A3F-eYFP + Vif (tagged APOBEC3F with the HIV-1 protein that degrades it), YFP fluorescence increase. Potency, µM (doses to about 46.1 µM), without a hit: top-dose activity, negative = active. 390,000 tested, 0.2% active. AID 602313; note: potency is the fitted concentration of half-maximal effect; % of control where 0% means no effect; nearly all actives have a fitted effect of over 65% in size
#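 Fluorescence increase (Ex 488/Em 500-530) after overnight compound treatment at 37 deg C flags inhibition of Vif-driven A3F-eYFP loss in stable HeLa A3F-eYFP/Vif cells seeded overnight beforehand.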
# rTrxR1 inhibitor: inhibitors of rat thioredoxin reductase 1. O89049. recombinant rTrxR1, NADPH fluorescence consumption, selenite substrate. Potency, µM (doses to about 114 µM), inactives show at the top dose activity change, negative = inhibition, most hits filed as inhibitors. 390,000 tested, 1% active. AID 588453; note: potency is the fitted concentration of half-maximal effect; % is set by controls: 0 for no effect and ±100 for the full control effect; nearly all actives have a fitted effect of over 65% in size
#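 Rat TrxR1 (90 nM in the dispensed reagent) was pre-reduced with 400 uM NADPH for 5 min at room temperature, then incubated with compound for 15 min. After 400 uM selenite was added, NADPH fluorescence (Ex 340/Em 450 nm) was followed for 8 min.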
# GRP78 ERSR act: inducers of ER stress response in human glioma cells; AID 602332; U87-MG GRP78 promoter luciferase reporter, 16 h; Potency, µM, for the others: top-dose activation, hits mostly activators; 420,000 tested, 0.02% active; note: potency is the fitted concentration of half-maximal effect; series mostly up to about 76 µM; % of control where 0% means no effect; nearly all actives have a fitted effect of over 35% in size
#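 Stably transfected U87-MG glioma cells carrying a GRP78-based luciferase sensor; 16 h compound incubation. Luminescence end-point read 10 min after Bright-Glo addition at room temperature.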
# Numbers without * were called inactive; ? = inconclusive; . = no result given; & = joins results of further samples; [ ] = remark or other dose. Unless noted, calls come from the whole dose curve; as a rule, active = well fitted curve in the direction sought with a large enough effect; inconclusive = small, poorly fitted or top-dose-only effect, or another doubt; inactive = no such curve, though single readings can be large; an effect the other way counts as inactive or inconclusive. Not all compounds are listed; count on the stated rates, not on these rows.
SMILES,USP1-UAF1 inh,LDHA block,mIDH1 inhibitor,TrxR1 substrate,RGS4 inhibitor,Vif-APOBEC3G blk,Vif-APOBEC3F blk,rTrxR1 inhibitor,GRP78 ERSR act
CCOC(=O)c1cc2c(=O)n3ccccc3nc2n(Cc2ccco2)c1=NC(=O)c1cccc(C)c1,-7%,0,-20%,42%[activator],-28%,-2%,?,?,-2%
CN1CCc2c(sc(NC(=O)CSc3ccccc3)c2-c2nc3ccccc3s2)C1,?,4,21%,5%,-11%,?,?,19%,-6%
Cc1ccc(C(=O)NCCNC(=O)Cc2ccccc2)cn1,-6%,-12,-4%,0%,24%,-2%,-8%,6%,0%
COc1ccc(/C=C/C(=O)NCC(=O)N/N=C(/C)c2ccco2)cc1,-8%,0,-7%,-9%,4%,2%,0%,-15%,-6%
CCOc1ccccc1NC(=O)Cc1coc2ccc(C)cc12,-19%,0,7%,-5%,-9%,1%,-3%,24%,-2%
Cc1ccc(CNC(=O)N2CCN(C)CC2)cc1,-6%,6,0%,-9%,-1%,-2%,-11%,-6%,-3%
Cc1cc(Br)ccc1NC(=O)CN(C)C(=O)CN1C(=O)NC2(CCCC2)C1=O,-13%,0,10%,9%,-44%,3%,11%,13%,-2%
Cc1ccc(NC(=O)c2ccc(Cl)c(NC(=O)c3cccs3)c2)cc1,-17%,0,12%,-4%,0%,1%,3%,-9%,2%
O=C(c1ccccc1F)N1CCN=C1c1ccccc1,-17%,-1,9%,1%,-33%,-4%,-21%,16%,-3%
CN(C)c1ccc(/C=C2\SC(N3CCCCC3)=NC2=O)cc1,?,-1,2%,-13%,-43%,?,22µM*,-6%,-4%
Cc1oc(-c2ccccc2)cc1C(=O)Nc1ccc(N(C)C)cc1,?,6,1%,0%[57.1 µM],-5%,-6%,-10%,-2%[57.1 µM],4%
CCN(CC)CCCNC(=S)N(CCO)Cc1cc2cc3c(cc2[nH]c1=O)OCCO3,-9%,-4,5%,40%[activator],4%,0%,1%,2%,2%
COc1ccc(C)cc1-n1nnnc1SCC(=O)NC1CCCC1,-12%,3,-8%,1%[57.1 µM],12%,-3%,8%,3%[57.1 µM],1%
COc1ccc(N(C(=O)CNC(=O)c2ccco2)C(C(=O)NC2CCCCC2)c2cccnc2)cc1 (stereo unspecified),-25%,-6,-17%,-2%,3%,-4%,-2%,1%,-3%
CNC(=O)C(C#N)(Cc1cc(C(C)=O)ccc1OC)Cc1cc(C(C)=O)ccc1OC,-18%,-3,14%,7%[57.1 µM],6%,-1%,-1%,25%[57.1 µM],-4%
CCc1cnc2c(c1SCC(=O)NCc1ccccc1)c(=O)n(C)c(=O)n2C,-15%,4,0%,-3%[57.1 µM],-15%,-1%,5%,0%[57.1 µM],-3%
COCc1nc2sc(C)c(C)c2c(=O)[nH]1,-5%,1,3%,-1%,-13%,0%,-5%,-11%,0%
O=C(CCNC(=O)c1ccco1)NC(Cc1c[nH]c2ccccc12)C(=O)O (stereo unspecified),-11%,-5,-2%,0%,25%,3%,-2%,12%,-3%
COc1ccc(N(C(=O)CNC(=O)c2ccco2)C(C(=O)NC2CCCC2)c2cccnc2)cc1 (stereo unspecified),-15%,-7,3%,5%[57.1 µM],10%,1%,-1%,11%[57.1 µM],2%
Cc1ccc(S(=O)(=O)N(CC(=O)N2CCN(c3ccccc3F)CC2)C2CCCCC2)cc1,-9%,-15,-1%,-5%,-18%,0%,3%,18%,-4%
CCOc1ccc(CNc2ccc3c(c2)ncn3C(C)(C)C)cc1,-23%,12,0%,3%[57.1 µM],-14%,2%,2%,12%[57.1 µM],5%
O=[N+]([O-])c1c(-c2cn[nH]c2)n[nH]c1-c1cn[nH]c1,-18%,2,0%,2%,-1%,-2%,8%,11%,-3%
COc1ccc(Cc2nnc(NC(=O)Nc3ccccc3F)s2)cc1OC,-20%,-19,-5%,-7%,-36%,-19%,3%,27%[2.29 µM],-2%
CSCC[C@H](NC(=O)OC(C)(C)C)c1nnc(SCc2ccc(F)cc2)o1,-2%,-1,3%,-14%,19%,0%,-9%,12%[57.1 µM],-2%

# As a short view, part of the list above:
SMILES,USP1-UAF1 inh,LDHA block,mIDH1 inhibitor,TrxR1 substrate,RGS4 inhibitor,Vif-APOBEC3G blk,Vif-APOBEC3F blk,rTrxR1 inhibitor,GRP78 ERSR act
CCc1cnc2c(c1SCC(=O)NCc1ccccc1)c(=O)n(C)c(=O)n2C,-15%,4,0%,-3%[57.1 µM],-15%,-1%,5%,0%[57.1 µM],-3%
COCc1nc2sc(C)c(C)c2c(=O)[nH]1,-5%,1,3%,-1%,-13%,0%,-5%,-11%,0%
O=C(CCNC(=O)c1ccco1)NC(Cc1c[nH]c2ccccc12)C(=O)O (stereo unspecified),-11%,-5,-2%,0%,25%,3%,-2%,12%,-3%
COc1ccc(N(C(=O)CNC(=O)c2ccco2)C(C(=O)NC2CCCC2)c2cccnc2)cc1 (stereo unspecified),-15%,-7,3%,5%[57.1 µM],10%,1%,-1%,11%[57.1 µM],2%
Cc1ccc(S(=O)(=O)N(CC(=O)N2CCN(c3ccccc3F)CC2)C2CCCCC2)cc1,-9%,-15,-1%,-5%,-18%,0%,3%,18%,-4%
CCOc1ccc(CNc2ccc3c(c2)ncn3C(C)(C)C)cc1,-23%,12,0%,3%[57.1 µM],-14%,2%,2%,12%[57.1 µM],5%
O=[N+]([O-])c1c(-c2cn[nH]c2)n[nH]c1-c1cn[nH]c1,-18%,2,0%,2%,-1%,-2%,8%,11%,-3%
COc1ccc(Cc2nnc(NC(=O)Nc3ccccc3F)s2)cc1OC,-20%,-19,-5%,-7%,-36%,-19%,3%,27%[2.29 µM],-2%
CSCC[C@H](NC(=O)OC(C)(C)C)c1nnc(SCc2ccc(F)cc2)o1,-2%,-1,3%,-14%,19%,0%,-9%,12%[57.1 µM],-2%

# More compounds follow:
SMILES,USP1-UAF1 inh,LDHA block,mIDH1 inhibitor,TrxR1 substrate,RGS4 inhibitor,Vif-APOBEC3G blk,Vif-APOBEC3F blk,rTrxR1 inhibitor,GRP78 ERSR act
CCCOC(=O)C1=C(C)N(C)C(=O)NC1c1cc2c(cc1Br)OCO2 (stereo unspecified),-13%,-4,2%,10%,14%,-1%,-1%,40%,-5%
CCOc1ccc(N2C(=O)CC(Sc3nc(C)cc(C)c3C#N)C2=O)cc1 (stereo unspecified),?,-4,9%,5%[11.4 µM],23%,0%,-7%,2%[11.4 µM],-4%
CCOc1ccc(N2CC(C(=O)Nc3cccc(C)c3C)CC2=O)cc1 (stereo unspecified),-16%,-3,3%,7%,-5%,4%,1%,15%,0%
Cc1cc(OCc2cc(C(=O)N3CCC(Oc4cccnc4)CC3)no2)cc(C)c1Cl,-9%,-8,0%,-3%[57.1 µM],10%,-6%,3%,-4%[57.1 µM],1%
COc1ccc(Cn2c(-c3ccco3)nc3c(c(=O)c4ccccc4n3C)c2=O)cc1,-17%,1,5%,6%,-11%,-6%,-5%,15%,-3%
Cc1ccnc(NC(=O)c2cccc(OC(F)F)c2)n1,-5%,-11,0%,4%,18%,-1%,-2%,30%,5%
CC1(c2ccc(Cl)cc2Cl)NC(=O)N(CC(=O)Nc2ccc3[nH]c(=O)[nH]c3c2)C1=O (stereo unspecified),-4%,2,-1%,2%[57.1 µM],-22%,1%,-13%,-4%,-2%
O=C(NCc1ccco1)c1ccc(F)c(S(=O)(=O)N2CCCCC2)c1,-6%,-4,-1%,9%[57.1 µM],1%,1%,10%,20%[57.1 µM],0%
CCC1=NN(C(=O)CCc2ccccc2O)C(O)(C(F)(F)F)C1 (stereo unspecified),-11%,-10,1%,7%[57.1 µM],12%,0%,0%,4%[57.1 µM],-3%
Cc1cc(C)c(S(=O)(=O)N2CCN(Cc3nc4ccc(C)cc4o3)CC2)c(C)c1,-35%,1&3,8%,-4%[57.1 µM],-9%,1%,1%,3%[57.1 µM],-4%
Cc1nc(CS(=O)c2ccc(Cl)cc2)cc(NCc2ccc(Cl)cc2Cl)n1 (stereo unspecified),-8%,-4,0%,1%[57.1 µM],24%,-4%,6%,8%[57.1 µM],-8%
COc1cccc(-c2ccccc2C2=CC(=O)CC(C)(C)C2=O)c1,-14%,4,-1%,.,.,2%,1%,.,-3%

# Screening results as filed in PubChem BioAssay.
